CR mimetic SO: caloric restriction mimetics inhibiting age-related superoxide in yeast | S. cerevisiae aged cells, superoxide DHE fluorescence; stronger effect = lower value | superoxide response (% of plate mean), % at 10 µM | 0.18% of 330,000 active | AID 2690;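 active = superoxide response under a set limit, about three screen SD below normal, cut at about 65% in these data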;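 also: yeast aged for seven days with compound at 30 °C before DHE staining; 100% = average MFI of all compound-treated wells on the plate with controls excluded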
CIT2 TOR yeast: modulators of TOR pathway CIT2-GFP in S. cerevisiae; S. cerevisiae CIT2-GFP strain, flow cytometry, 3 h; 100 means same as DMSO wells; GFP response vs DMSO, % at 10 µM; 0.065% of 320,000 active; AID 2029;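 active = GFP response relative to DMSO above a set limit, near the screen mean plus 3 SD, cut at about 150% in these data; inconclusive = Fewer than 70 cells measured for a yeast strain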;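 also: ratio of well median GFP fluorescence to mean of DMSO wells on the plate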
LAP4 TOR yeast: yeast TOR pathway LAP4-GFP modulation; S. cerevisiae LAP4-GFP multiplex, flow cytometry GFP, 3 h; median GFP as percent of DMSO wells; GFP response vs DMSO, % at 10 µM; 0.34% of 320,000 active; AID 2023;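 active = GFP response vs DMSO above a set limit, about the screen mean plus 3 SD, cut at about 150% in these data; inconclusive = under 70 cell events counted for the yeast strain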
AHR activator: human AHR activation. P35869. AHR-responsive luciferase reporter cells, luminescence. activation, % at 5 µM. 2.5% of 320,000 active; in the data active = activation above about 47%;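 also: 0% = vehicle wells and 100% = reference agonist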
Target sequence (P35869 whole entry, looked up): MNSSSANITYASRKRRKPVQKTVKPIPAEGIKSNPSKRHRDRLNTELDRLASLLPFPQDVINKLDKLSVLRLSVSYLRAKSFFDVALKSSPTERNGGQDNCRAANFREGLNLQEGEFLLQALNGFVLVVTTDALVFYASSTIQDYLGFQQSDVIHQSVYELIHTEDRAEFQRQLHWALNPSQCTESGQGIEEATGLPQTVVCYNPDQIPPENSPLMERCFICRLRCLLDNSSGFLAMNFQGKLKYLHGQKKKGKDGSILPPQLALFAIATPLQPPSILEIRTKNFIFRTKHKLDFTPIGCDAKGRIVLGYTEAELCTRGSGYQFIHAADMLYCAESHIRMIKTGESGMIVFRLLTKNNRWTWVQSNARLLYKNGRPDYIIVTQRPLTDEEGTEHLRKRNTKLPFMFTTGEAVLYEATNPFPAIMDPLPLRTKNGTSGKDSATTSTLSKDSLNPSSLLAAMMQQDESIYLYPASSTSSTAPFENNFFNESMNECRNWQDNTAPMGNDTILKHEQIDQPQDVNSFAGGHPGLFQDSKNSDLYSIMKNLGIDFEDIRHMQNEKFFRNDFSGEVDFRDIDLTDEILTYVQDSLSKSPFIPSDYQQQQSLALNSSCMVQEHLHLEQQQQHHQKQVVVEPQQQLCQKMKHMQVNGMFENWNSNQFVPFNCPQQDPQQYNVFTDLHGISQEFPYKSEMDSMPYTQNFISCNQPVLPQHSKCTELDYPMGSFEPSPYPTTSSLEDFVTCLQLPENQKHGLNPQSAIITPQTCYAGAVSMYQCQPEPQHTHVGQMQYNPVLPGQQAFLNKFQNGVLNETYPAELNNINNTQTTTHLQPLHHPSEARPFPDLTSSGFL
AGP1-GFP MLPCN: yeast TOR pathway AGP1-GFP modulation | 0.02% of 320,000 active | GFP response vs DMSO, % at 10 µM | S. cerevisiae AGP1-GFP multiplex flow cytometry, 3 h; GFP as percent of DMSO wells;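 active = GFP response relative to DMSO above a set limit, near screen average plus 3 SD, cut at about 150% in these data; inconclusive = fewer than 70 cells counted for the yeast strain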;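 also: median GFP channel fluorescence of the gated AGP1 strain per well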
MEP2-GFP yeast: yeast TOR pathway MEP2-GFP modulation; S. cerevisiae MEP2-GFP strain, flow cytometry GFP, 3 h; 100% = DMSO control level; GFP response vs DMSO, % at 10 µM; AID 2016; 0.51% of 330,000 active;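 active = GFP response versus DMSO above a set limit, roughly screen mean plus 3 SD, cut at about 180% in these data; inconclusive = fewer than 70 cells counted for a yeast strain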;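 also: median GFP fluorescence of the barcode-gated MEP2-GFP cells per well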
RPL19A-GFP yeast: alters RPL19A-GFP fluorescence in TOR pathway yeast screen | percent response vs DMSO, % at 10 µM | AID 2025 | 0.3% of 330,000 active | S. cerevisiae RPL19A-GFP strain, flow cytometry, 3 h; stronger effect = lower value;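 active = percent response vs DMSO below 50%; inconclusive = fewer than 70 events counted for the yeast strain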;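 also: median channel GFP fluorescence of the barcoded RPL19A-GFP strain; ratio of sample median GFP to plate DMSO average so 100% = DMSO; lower means less RPL19A-GFP as with rapamycin TOR inhibition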
Efflux pump inh: inhibitors of Candida antifungal efflux pumps expressed in yeast | S. cerevisiae Candida pump triplex, Nile Red efflux | inhibition, % at 10 µM | 0.44% of 330,000 active | AID 485275;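 active = plate passing quality check with inhibition over a set limit, or well fluorescence over plate mean plus 4 SD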;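 also: Nile Red retained in pooled yeast measured as flow cytometry median fluorescence; 0% = buffer negative control and 100% = Enniatin B positive control; higher means more Nile Red kept so more efflux inhibition; some compounds called inactive have numbers as strong as hits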
Starred values were filed as active, the others as inactive; ? = inconclusive; . = no result given. Outcome played no part in choosing rows, and some 3.9% of all compounds hit somewhere here.

SMILES	CR mimetic SO	CIT2 TOR yeast	LAP4 TOR yeast	AHR activator	AGP1-GFP MLPCN	MEP2-GFP yeast	RPL19A-GFP yeast	Efflux pump inh
CC(=O)CCc1c(C)[nH]c2ccccc2c1=O	82	107	92	4	99	101	102	0.0
COc1ccc(-c2csc(Nc3ncccc3C)n2)cc1OC	103	87	89	-7	82	94	85	0.0
CC(C)OC(=O)C1C2C=CC3(CN(CC4CCCO4)C(=O)C13)O2 (configuration not stated)	97	98	95	0	95	95	98	0.1
Cc1cccc(-n2c(SCC(=O)Nc3cccc(S(=O)(=O)NC4=NCCCCC4)c3)nc3ccccc3c2=O)c1C	99	87	83	4	97	82	101	-0.1
COc1ccc2nc(N3CCCC(O)C3)c(C#N)cc2c1 (configuration not stated)	100	97	86	6	92	93	98	0.2
CC1CCc2sc(C(=O)N/N=C/C3CCCCC3)cc2C1 (configuration not stated)	125	98	96	29	98	105	98	-0.1
Nc1nc2c(ncn2CCC(CO)CO)c(=O)[nH]1	89	107	104	-1	100	95	102	0.0
O=C(COC(=O)CNC(=O)c1ccc(Cl)cc1Cl)NCc1ccco1	98	93	111	4	107	101	103	0.0
Cn1cc(CNC(=O)C23CC4CC(CC(C4)C2)C3)cn1	105	94	96	5	96	98	99	0.0
COCCN(C(=O)CCC(=O)Nc1ccccn1)C(C(=O)NCCC(C)C)c1ccc(C)cc1 (configuration not stated)	88	97	84	-1	86	107	90	0.0
Nc1ncnc2c1ncn2[C@@H]1O[C@H](CO)[C@@H](O)[C@@H]1O	87	92	105	2	86	96	99	-0.1
CC(C)NC(=S)N/N=C/c1sc(N2CCCCC2)nc1-c1cccs1	86	98	125	16	108	105	91	0.5
O=C(Cc1nc2ccccc2s1)c1ccc(O)cc1O	121	92	111	27	100	104	98	0.1
NNC(=O)C1CCN(S(=O)(=O)c2ccc(Cl)cc2)CC1	105	102	93	-1	104	91	98	-0.1
COc1ccc(C2CC(c3ccccc3)=NN2C(=O)CSc2nccc(=O)[nH]2)cc1 (configuration not stated)	97	98	95	4	97	100	100	0.2
O=c1[nH]cnc2c1cnn2Cc1ccccc1Cl	98	97	96	.	95	113	106	0.0
C#CCNC(=O)C1=C[C@@H](c2ccc(Br)cc2)C[C@@H](OCc2ccc(CO)cc2)O1	110	94	92	2	99	96	96	-0.1
O=C(C1CC(c2ccc(F)cc2)=NO1)N1CCCCC1 (configuration not stated)	92	99	94	1	94	91	88	-0.1
CN(C)c1ccc(/C=c2\sc3n(c2=O)CCCN=3)cc1	116	110	113	-18	96	107	95	0.0
CC(C)Sc1ncnc2c1oc1ccccc12	96	103	93	9	100	100	98	0.1
O=C(Nc1ccc(Cc2ccncc2)cc1)c1ccco1	89	98	97	8	95	104	94	0.0
FC(F)(F)c1cccnc1Oc1ccc(C2=NCCS2)cc1	86	93	107	-1	96	99	96	0.0
CCN(CC)CCn1c2ccccc2c2nc(C)sc21	89	93	94	13	92	95	94	-0.1
O=C(Nc1ccccc1)N1CCN(c2ccccn2)CC1	81	103	97	-7	98	96	97	-0.2
Cn1ncc(Br)c1C(=O)Nc1ccc(Cl)cn1	103	96	79	65*	.	89	87	-0.2
CC(C(c1cccs1)c1c(N)n(C)c(=O)n(C)c1=O)[N+](=O)[O-] (configuration not stated)	98	105	107	1	101	90	94	0.0
Nc1nnn(CC(=O)N/N=C/c2cccc(Cl)c2)n1	83	108	115	-3	113	103	104	-0.1
CCOC(=O)c1ccc(OCC(=O)c2ccc(O)cc2O)cc1	96	79	89	-3	83	90	87	0.1
COc1ccc(Cn2c(CCC(=O)Nc3ccc(C)c(C)c3)nc3cccnc32)cc1	120	96	113	12	104	109	102	0.3
Cc1cc(=O)[nH]c(N/N=C/c2ccc(C)o2)n1	93	110	93	19	97	106	103	0.0
O=C(NC(=S)NCc1ccccc1)C1CC1	102	92	111	-3	109	102	102	-0.1
COc1c(Br)cc2c(C)c(C(=O)N3CCOCC3)oc2c1Br	96	100	103	18	91	105	97	0.0
O=C(c1ccc(CN2CCOCC2)cc1)N1CCN(c2cccc(Cl)c2)CC1	92	?	?	1	?	?	.	-0.4
Cc1ccc(S(=O)(=O)NCC(=O)NNC(=O)c2ccccc2Cl)cc1C	119	80	85	0	90	91	90	0.5
CCOc1ccc(C2C(C#N)=C(N)SC(N)=C2C#N)c(OCC)c1	96	98	105	1	103	102	102	-0.1
O=C(CN1CCN(Cc2ccccc2F)C1=O)NCc1ccco1	109	95	98	-1	100	103	98	0.1
Nc1ccc2nc(CCCO)[nH]c2c1	93	107	101	3	100	100	98	-0.1
O=C(NC1CC2CCCC(C1)N2C(=S)Nc1ccc(Cl)cc1)C1CC1 (configuration not stated)	107	106	95	0	107	103	105	-0.1
CC(=O)OC1=C(O)C(=O)c2ccccc2C1=O	141	102	105	1	106	102	103	0.0
CCCc1nn2c(=O)cc(CSCC(=O)Nc3ccc(F)cc3)nc2s1	112	110	102	1	103	101	103	1.9*
COCCn1c(C)cc(/C=C(\C#N)C(=O)OC(C)C(=O)Nc2ccc(NC(C)=O)cc2)c1C (configuration not stated)	104	103	99	1	106	104	103	0.1
CCOC(=O)C1(CCOc2ccccc2)CCN(Cc2cc(OC)cc(OC)c2)CC1	78	97	89	7	95	105	106	0.2
CCN(c1ccc(OC)cc1)S(=O)(=O)c1nnc(NC(=O)c2ccc(C)cc2)s1	96	99	100	0	100	99	97	-0.2
COc1ccc(/C=C/C(=O)N2CCC(C(N)=O)CC2)cc1S(=O)(=O)N1CCOCC1	97	103	99	1	100	97	102	0.1
CCOC(=O)c1ccc(Nc2cnc3ccccc3n2)cc1	113	83	89	1	?	?	90	-0.2
O=C(CCl)Nc1cn(-c2ccccc2)nc1-c1ccc(F)cc1	100	76	106	5	86	90	92	0.3
Cc1ccc(NC2=C(Cl)C(=O)OC2OC(=O)c2ccco2)c(C)c1 (configuration not stated)	96	93	101	0	97	105	100	0.2
O=c1[nH]c(SCc2ccc([N+](=O)[O-])cc2)nc2[nH]ncc12	93	108	94	1	95	113	104	0.0
CCNc1nc(NCC)nc(SCCOC(=O)COc2ccc(Cl)cc2Cl)n1	110	98	102	0	96	100	99	0.1
O=C(CCc1ccccc1)Nc1ccccc1C(F)(F)F	90	95	91	-1	101	102	104	0.0

The list goes on:
SMILES	CR mimetic SO	CIT2 TOR yeast	LAP4 TOR yeast	AHR activator	AGP1-GFP MLPCN	MEP2-GFP yeast	RPL19A-GFP yeast	Efflux pump inh
COc1ccccc1N(CC(=O)NCC1CCCO1)C(=O)CNS(=O)(=O)c1ccc(C)cc1 (configuration not stated)	87	117	102	2	104	101	104	0.1
N#CCCN(CCN1CCCC1)S(=O)(=O)c1ccc(-c2ccc([N+](=O)[O-])cc2)cc1	110	78	92	-2	92	99	93	0.3
COc1ccc(NC(=O)c2ccccc2NC(=O)c2ccccc2C(=O)O)c(OC)c1	109	104	92	4	99	102	100	-0.2
CC(C)(C)c1cc(C(=O)Nc2ccccc2)ccn1	92	96	112	3	100	101	96	0.1
Cc1nnc(NC(=O)C2(c3ccccc3)CCOCC2)s1	113	89	100	3	92	99	91	0.1
Cc1ccccc1C(=O)NC1CCN(CC(=O)NC2CCCCC2)CC1	90	101	99	1	102	97	96	0.1
O=C(c1ccc2c(=O)n(CCc3ccccc3)c(=O)[nH]c2c1)N1CCN(c2ccccc2)CC1	96	109	107	-4	103	106	105	-0.1
N/C(=N\N=C\c1ccc2c(c1)OCO2)c1nonc1N	84	91	101	-6	93	96	97	-0.2
CC(C)c1cc2cc3ccc(=O)oc3cc2o1	100	88	114	-1	89	103	97	0.0
CCn1ncc(C(=O)Nc2cccc(Cl)c2)c1C	90	94	109	79*	102	113	103	0.1

Single records (already shown).
O=C(c1ccc2c(=O)n(CCc3ccccc3)c(=O)[nH]c2c1)N1CCN(c2ccccc2)CC1 in the list: CR mimetic SO: 96; CIT2 TOR yeast: 109; LAP4 TOR yeast: 107; AHR activator: -4; AGP1-GFP MLPCN: 103; MEP2-GFP yeast: 106; RPL19A-GFP yeast: 105; Efflux pump inh: -0.1
Cc1nnc(NC(=O)C2(c3ccccc3)CCOCC2)s1 in the list: CR mimetic SO: 113; CIT2 TOR yeast: 89; LAP4 TOR yeast: 100; AHR activator: 3; AGP1-GFP MLPCN: 92; MEP2-GFP yeast: 99; RPL19A-GFP yeast: 91; Efflux pump inh: 0.1

(listing goes on)
SMILES	CR mimetic SO	CIT2 TOR yeast	LAP4 TOR yeast	AHR activator	AGP1-GFP MLPCN	MEP2-GFP yeast	RPL19A-GFP yeast	Efflux pump inh
COc1ccccc1Cn1c(=S)[nH]c2cc(C(=O)N3CCCC3)ccc2c1=O	90	104	106	1	108	113	105	0.1
CSc1nnc(C)c(=O)n1COC(=O)c1ccc(S(=O)(=O)N(C)C)cc1	106	102	93	1	103	97	98	-0.2
O=C1c2ccccc2C(=O)N1CCCc1nc(-c2ccncc2)no1	110	.	95	0	101	99	101	0.0
Cc1cnc(NC(=O)c2c(Cl)cnn2C)s1	97	94	93	88*	92	101	99	0.0
CC(NC(=O)Nc1ccc([N+](=O)[O-])cc1)C(c1cccs1)N1CCCC1 (configuration not stated)	100	102	95	-1	99	99	103	0.1
COc1cc(C(=O)OCC(=O)c2c(N)n(C)c(=O)n(C)c2=O)ccc1OCCC(C)C	105	102	103	0	103	98	103	-0.2
Cn1nc(-c2ccc(C(=O)Nc3cccc(Cl)c3)cc2)c2ccccc2c1=O	92	100	100	-7	103	106	100	-0.1
O=C(Nc1cccnc1)c1cc2cc(Br)ccc2o1	94	90	85	11	88	96	96	0.1
CC1C(=O)N2CCCc3cc(S(=O)(=O)N4CCCCC4)cc1c32 (configuration not stated)	106	100	93	0	95	105	105	0.7*
CCCCN(Cc1cc2cc(OC)ccc2[nH]c1=O)S(=O)(=O)c1ccc(C)cc1	99	98	105	0	105	106	98	0.2
CC(=O)N(c1ccc(N(C(C)=O)S(=O)(=O)c2ccccc2)cc1)S(=O)(=O)c1ccccc1	101	99	96	-1	95	102	101	0.1
NC(=O)CC(NC(=O)c1ccccc1)c1ccc(NCc2ccc(F)c(F)c2)c([N+](=O)[O-])c1 (configuration not stated)	94	71	108	-1	83	92	95	0.0
O=C(NCc1ccc2c(c1)OCO2)c1cc(COc2c(F)cccc2F)on1	113	93	94	-3	89	105	105	-0.1
CCCCCCCCCc1nc2sc3c(c2c(=O)n1NC(=O)c1ccc([N+](=O)[O-])cc1)CC(C)(C)OC3	100	103	97	1	103	109	109	0.1
C=CCn1c(SCc2ccc(Cl)c(Cl)c2)nnc1C(CO)NC(=O)c1ccc(OC)cc1 (configuration not stated)	102	101	99	4	100	103	99	0.1
CCOC(=O)N1CCN(CC(=O)Nc2cccc(Br)c2)CC1	100	99	99	1	101	101	98	0.1
CCN1CCN(c2ccc(NC(=O)c3ccc(C#N)cc3F)cc2Cl)CC1	115	95	97	1	100	99	101	0.2
Cn1nnnc1SCC(=O)N1CCN(Cc2ccccc2)CC1	83	119	109	1	115	110	111	0.0
CCCCNCC#CCOc1cc(C)ccc1C(C)C	102	107	100	2	102	104	103	0.0
CCOc1ccc(-c2nnc(NC(=O)c3ccc(OCC(C)C)c(OC)c3)o2)cc1	95	101	103	-3	.	97	98	0.0
Cc1cc(C)n(-c2nc(SCCN(C)C)c3c4c(sc3n2)CCCC4)n1	101	96	115	4	108	108	97	0.5
COc1ccc(OC)c(NC(=O)Cn2c(=O)oc3ccccc32)c1	107	87	91	3	89	94	91	0.2
N#C/C(=C(/O)CO/N=C/c1ccccc1Cl)c1nc2ccccc2[nH]1	98	98	111	7	109	104	101	0.0
